Screens: PubChem BioAssay, Sanford-Burnham Center for Chemical Genomics
CXCR6 block: CXCR6 (human) receptor inhibition; inhibition, % at 20 µM; CHO-K1 PathHunter CXCR6 beta-arrestin, luminescence; O00574; 0.36% of 360,000 active; in the data active = inhibition above about 34%, passing the limit was not always enough;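 note: antagonist mode with CXCL16 agonist at 10 nM final; 0% = 10 nM CXCL16 with DMSO and 100% = unstimulated wells without agonist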
APJ antagonist: antagonists of human APJ apelin receptor. P35414. CHO-K1 APJ beta-arrestin complementation, luminescence. inhibition, % at 20 µM. 0.32% of 330,000 active;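 active = inhibition above about 40% at 20 µM, limit read from the data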;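 note: cells challenged with 10 nM apelin-13 agonist together with compound; plate controls were apelin-13 plus DMSO wells for no effect and DMSO wells lacking apelin-13 for full effect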
Target sequence (P35414 whole entry, looked up): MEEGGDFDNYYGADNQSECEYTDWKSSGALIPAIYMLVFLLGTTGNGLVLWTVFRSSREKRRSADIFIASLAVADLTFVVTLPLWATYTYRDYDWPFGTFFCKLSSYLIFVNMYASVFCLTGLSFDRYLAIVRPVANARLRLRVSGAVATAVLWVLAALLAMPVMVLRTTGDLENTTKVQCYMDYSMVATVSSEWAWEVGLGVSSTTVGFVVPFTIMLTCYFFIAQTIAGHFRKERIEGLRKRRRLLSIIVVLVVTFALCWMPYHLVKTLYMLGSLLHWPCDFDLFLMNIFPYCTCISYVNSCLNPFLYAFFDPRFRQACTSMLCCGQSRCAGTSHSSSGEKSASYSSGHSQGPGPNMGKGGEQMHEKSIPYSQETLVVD
697 NFkB inh: inhibitors of the PMA/ionomycin-induced NF-kB reporter in 697 B cells | 697 B-cell NF-kB luciferase reporter, 16 h | inhibition, % at 4 µM | 0.33% of 330,000 active | AID 435022; in the data active = inhibition above about 35%
EBI2 antag: EBI2 (human) antagonism. P32249. EBI2 beta-arrestin recruitment, luminescence, 7a,25-OHC stimulated. inhibition, % at 5 µM. 0.81% of 360,000 active. AID 651636; in the data active = inhibition above about 38%;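 note: enzyme fragment complementation signal reports receptor beta-arrestin coupling in cells; 0% = agonist plus DMSO wells and 100% = wells without agonist; some results beyond the cut were filed as inactive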
UBC13 inh: human UBC13 polyubiquitination inhibition; UBC13 polyubiquitin chain formation, TR-FRET; inhibition, % at 20 µM; 0.47% of 330,000 active; AID 485273; in the data active = inhibition above about 45%, passing the limit was not always enough
Target sequence (P61088 whole entry, looked up): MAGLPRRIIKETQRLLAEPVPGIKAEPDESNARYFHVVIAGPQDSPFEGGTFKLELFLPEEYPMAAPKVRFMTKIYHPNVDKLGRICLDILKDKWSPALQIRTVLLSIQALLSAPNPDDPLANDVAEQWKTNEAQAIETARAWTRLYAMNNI
Jurkat NFkB inh: inhibitors of the PMA/ionomycin-induced NF-kB reporter in Jurkat cells. PMA/ionomycin-induced NF-kB luciferase reporter, luminescence. inhibition, % at 4 µM. 0.53% of 330,000 active. AID 435003; in the data active = inhibition above about 50%
CCR6 antag: CCR6 (human) receptor antagonism; inhibition, % at 20 µM; 0.49% of 340,000 active; P51684; CHO-K1 CCR6 PathHunter beta-arrestin, luminescence, CCL20-stimulated; AID 493098;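 active = compounds whose inhibition of the agonist-driven luminescence signal at 20 µM reaches about 50%, limit read from the data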;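 note: cells stimulated with CCL20 at 14 nM final; plate controls were DMSO with CCL20 for no effect and DMSO without agonist for full effect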
Target sequence (P51684 whole entry, looked up): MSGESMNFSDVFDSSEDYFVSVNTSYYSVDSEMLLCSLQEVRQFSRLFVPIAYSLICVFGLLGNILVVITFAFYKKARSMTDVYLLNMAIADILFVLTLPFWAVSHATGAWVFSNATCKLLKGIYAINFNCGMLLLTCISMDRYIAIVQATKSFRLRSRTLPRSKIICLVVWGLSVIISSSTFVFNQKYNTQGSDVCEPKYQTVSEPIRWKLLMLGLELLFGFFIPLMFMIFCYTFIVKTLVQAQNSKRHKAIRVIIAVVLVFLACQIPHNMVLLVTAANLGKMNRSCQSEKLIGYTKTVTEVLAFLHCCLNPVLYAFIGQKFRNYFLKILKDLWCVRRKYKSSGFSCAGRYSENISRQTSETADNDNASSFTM
Gli-Sufu block: antagonists of Gli-Sufu signaling; Sufu-KO-LIGHT fibroblasts, Gli luciferase reporter luminescence; inhibition, % at 5 µM; 0.74% of 340,000 active; AID 588413;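 active = inhibition above about 55%, limit read from the data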;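 note: 0% = DMSO-treated cells and 100% = wells with medium but no cells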
The depositor's hits bear a star; . = no result given.

Structure	CXCR6 block	APJ antagonist	697 NFkB inh	EBI2 antag	UBC13 inh	Jurkat NFkB inh	CCR6 antag	Gli-Sufu block
O=C(Nc1nccs1)c1ccc(-c2ccc(F)c(Cl)c2)o1	-4	-8	-64	9	7	-57	2	-40
COc1ccc(OC)c(NC(=O)CSCC(=O)O)c1	-10	-5	4	-4	-12	-14	6	5
Cc1nn(-c2cccc(Cl)c2)c(Cl)c1/C=N/NC(=O)c1cccs1	-10	5	-314	0	-1	-36	-9	-39
CCOc1ccc(Cn2nnc(C(=O)Nc3cc(OC)cc(OC)c3)c2N)cc1	-3	12	3	8	18	-26	-5	-6
C=CCOc1ccc(/C=N/NC(=O)CC(=O)NC2CCCCC2)cc1	4	-28	-3	-10	2	-7	6	16
Cc1c(OCC(=O)NC(Cc2ccc(Cl)cc2)C(=O)O)ccc2c(-c3ccccc3)cc(=O)oc12 (stereo unspecified)	2	8	15	1	-14	12	7	-2
Cc1nc(-c2ccccc2)nc2n[nH]c(N)c12	-6	11	12	-12	6	-4	1	-11
CC(C)(C)n1ncc2c(=O)n(Cc3ccc(Cl)cc3)cnc21	-5	19	13	12	25	12	14	14

Four compounds out of the list above, sorted by the number in EBI2 antag, largest number first.
structure,CXCR6 block,APJ antagonist,697 NFkB inh,EBI2 antag,UBC13 inh,Jurkat NFkB inh,CCR6 antag
CC(C)(C)n1ncc2c(=O)n(Cc3ccc(Cl)cc3)cnc21,-5,19,13,12,25,12,14
COc1ccc(OC)c(NC(=O)CSCC(=O)O)c1,-10,-5,4,-4,-12,-14,6
C=CCOc1ccc(/C=N/NC(=O)CC(=O)NC2CCCCC2)cc1,4,-28,-3,-10,2,-7,6
Cc1nc(-c2ccccc2)nc2n[nH]c(N)c12,-6,11,12,-12,6,-4,1

Next entries follow.
Structure	CXCR6 block	APJ antagonist	697 NFkB inh	EBI2 antag	UBC13 inh	Jurkat NFkB inh	CCR6 antag	Gli-Sufu block
CSc1cccc(NC(=O)CCCn2c(=O)c3cccn3c3cccnc32)c1	2	-13	-37	3	-4	12	10	-2
O=C(NC12CC3CC(CC(C3)C1)C2)c1cncc(Br)c1	-1	2	-7	1	-2	12	17	19
O=C(c1ccccc1)N1CCCN(c2nccc(C(F)(F)F)n2)CC1	-1	0	-22	-5	3	7	-12	6
Cc1ccc(S(=O)(=O)NCC2CCC(C(=O)NCc3cccnc3)CC2)cc1 (stereo unspecified)	-9	6	6	-4	-2	-6	2	8
CCCC(=O)Nc1ccccc1NC(=O)CN(C)S(=O)(=O)c1ccccc1	4	3	17	-3	0	-11	1	-3
CC(=O)Nc1ccc(S(=O)(=O)Nc2nc(-c3ccc(C(C)(C)C)cc3)cs2)cc1	4	11	12	3	-15	-4	6	-7
CC(=O)c1cn(Cc2ccccc2)c(=O)n(Cc2ccc(F)cc2)c1=O	4	16	-9	4	5	19	-4	6
Cc1cc(NC(=S)NC(=O)C2CC2)ccc1Br	4	7	-43	-12	15	-51	13	-34

2 entries drawn at random from the list so far:
Structure	CXCR6 block	APJ antagonist	697 NFkB inh	EBI2 antag	UBC13 inh	Jurkat NFkB inh	CCR6 antag	Gli-Sufu block
O=C(NC12CC3CC(CC(C3)C1)C2)c1cncc(Br)c1	-1	2	-7	1	-2	12	17	19
CC(=O)c1cn(Cc2ccccc2)c(=O)n(Cc2ccc(F)cc2)c1=O	4	16	-9	4	5	19	-4	6

(further entries)
Structure	CXCR6 block	APJ antagonist	697 NFkB inh	EBI2 antag	UBC13 inh	Jurkat NFkB inh	CCR6 antag	Gli-Sufu block
CCCc1ccc(C(=O)[C@@H]2[C@@H](C(C)=O)N3c4ccc(F)cc4C=C[C@@H]3[C@@]23C(=O)Nc2ccccc23)cc1	4	11	21	-1	-2	-3	12	-5
Cn1c(NNC(=O)c2ccccc2F)cc(=O)n(C)c1=O	5	19	-28	-12	-28	7	18	-3
CCc1nc(SCC(=O)c2ccc(Cl)s2)c2oc3ccccc3c2n1	-7	11	-3	23	6	-13	16	7
O=C(NCc1ccccc1OC(F)(F)F)C1CCC(=O)N(C2CC2)C1 (stereo unspecified)	-10	8	4	-6	-1	3	7	-3
CN(C(=O)c1cnc2n(c1=O)CCS2)C1CCCCC1	-4	13	14	3	3	10	4	3
O=C(c1oc2ccccc2c1N1CCCCC1)N1CCCCC1	4	1	5	11	-6	-17	15	4
Cc1sc2ncnc(SCC(=O)N3CCCC(C(F)(F)F)C3)c2c1C (stereo unspecified)	1	-19	-63	9	-10	9	18	-6
CCOC(=O)c1cccnc1NC(=O)c1ccccc1	0	6	10	-9	-30	5	9	-7
O=C(Nc1cccc(Cl)c1)c1cnn2cccnc12	0	12	-92	-6	6	-96	-5	-28
COc1cc(/C=N/NC(=O)CSc2n[nH]c(=O)[nH]c2=O)cc(OC)c1O	-5	-7	4	2	-8	1	-6	6
COc1ccc(C)cc1S(=O)(=O)Nc1ccccc1C	5	5	-3	4	-7	-13	-12	2
O=C(NCc1ccco1)C(c1ccccc1)N(C(=O)Cc1cccs1)c1ccccc1 (stereo unspecified)	-2	0	6	9	-6	-7	12	5
COc1cc(CCC(O)CC(=O)CCc2ccccc2)ccc1O (stereo unspecified)	-1	-62	-15	2	1	-5	5	6
O=C(NCc1nnc(SCC(=O)N2CCCCCC2)o1)c1ccccc1F	4	7	3	-13	8	-1	9	-21
Cc1ccc(C(=O)N(CN2CCCC2=O)c2ccc(F)cc2)cc1	6	-14	-11	-7	-8	-1	-7	-3
COc1ccc(S(=O)(=O)N(CC(=O)N2CCOCC2)c2ccc(F)cc2)cc1OC	1	-8	2	-1	4	-8	15	-24
CCOC(=O)C1=C(N)N2C(=O)C(C)SC2=C(C(=O)OCC)C1c1ccc(O)cc1 (stereo unspecified)	18	1	14	9	-14	-2	2	-16
Cc1cc(C(=O)CN2C(=O)NC3(CCC(C)CC3)C2=O)c(C)n1C (stereo unspecified)	-3	8	17	-5	4	-3	1	8
CCSc1nnc(NC(=O)[C@H](C)N2C(=O)C3CC=CCC3C2=O)s1 (stereo partly specified)	7	3	10	-8	6	4	-3	2
COc1ccc(C2N(c3ccccc3)C(=O)C2(F)F)cc1OC (stereo unspecified)	6	5	1	-4	3	-1	14	8
CCN(CC)S(=O)(=O)c1cc(NC(=O)c2ccccc2OCc2c(C)noc2C)ccc1C	-2	.	.	7	.	.	11	-6
O=C(NC1CCCCC1)C(=O)N(Cc1cccnc1)C(C(=O)NCc1ccco1)c1ccccc1 (stereo unspecified)	.	14	-49	.	-17	-13	.	.
Cc1cc(C(=O)COC(=O)c2cccnc2Cl)c(C)n1CC1CCCO1 (stereo unspecified)	-9	-7	-145	1	-7	-90	6	41
CCC(=O)Nc1ccc(C(=O)Nc2c[nH]c(=O)[nH]c2=O)cc1	-1	-15	8	-9	-6	15	6	-1

Compounds from the list above with two or more sulfur atoms, in the order listed:
Structure	CXCR6 block	APJ antagonist	697 NFkB inh	EBI2 antag	UBC13 inh	Jurkat NFkB inh	CCR6 antag	Gli-Sufu block
CC(=O)Nc1ccc(S(=O)(=O)Nc2nc(-c3ccc(C(C)(C)C)cc3)cs2)cc1	4	11	12	3	-15	-4	6	-7
CCc1nc(SCC(=O)c2ccc(Cl)s2)c2oc3ccccc3c2n1	-7	11	-3	23	6	-13	16	7
Cc1sc2ncnc(SCC(=O)N3CCCC(C(F)(F)F)C3)c2c1C (stereo unspecified)	1	-19	-63	9	-10	9	18	-6
CCSc1nnc(NC(=O)[C@H](C)N2C(=O)C3CC=CCC3C2=O)s1 (stereo partly specified)	7	3	10	-8	6	4	-3	2

Returning to the listing, repeating the 2 entries before the break.
Structure	CXCR6 block	APJ antagonist	697 NFkB inh	EBI2 antag	UBC13 inh	Jurkat NFkB inh	CCR6 antag	Gli-Sufu block
Cc1cc(C(=O)COC(=O)c2cccnc2Cl)c(C)n1CC1CCCO1 (stereo unspecified)	-9	-7	-145	1	-7	-90	6	41
CCC(=O)Nc1ccc(C(=O)Nc2c[nH]c(=O)[nH]c2=O)cc1	-1	-15	8	-9	-6	15	6	-1
Cn1ccsc1=NC(=O)c1ccc(S(=O)(=O)C(F)F)cc1	-4	-14	-65	0	-4	-45	0	-63
CCOC(=O)C(NC(=O)CCC(=O)Nc1ccc(S(N)(=O)=O)cc1)C(O)c1ccccc1 (stereo unspecified)	.	-7	20	.	10	-6	6	-2
Cc1ccc(C(=O)NC(=S)Nc2ccccc2C)cc1	9	3	-110	22	-6	-61	19	-39
Fc1cccc(-c2n[nH]c(=S)n2-c2ccccc2)c1	-6	9	2	-15	-7	-3	-13	9
COc1ccccc1-c1noc2ncnc(Nc3cccc(C)c3C)c12	-4	1	-4	0	7	9	19	0
COc1ccc(OCCOC(=O)c2cccs2)cc1	8	-9	-6	-1	13	-7	3	-4
COc1ccc(NC(=O)CN2CCCN(S(=O)(=O)c3ccc(F)cc3)CC2)cc1	-1	6	11	9	10	7	-15	5
COc1ccc(/C=C/C(=O)NC(=S)NCCc2ccc(OC)c(OC)c2)cc1	5	1	-3	-16	5	-8	-6	9

More structures follow:
Sequence of screens: CXCR6 block, APJ antagonist, 697 NFkB inh, EBI2 antag, UBC13 inh, Jurkat NFkB inh, CCR6 antag, Gli-Sufu block
> COc1ccc(/C=N/n2cnc3c([nH]c4ccc(C)cc43)c2=O)cc1CN1CCCC1
  -5, -13, 13, -16, 1, 7, -8, 16
> N/C(CCN1CCOCC1)=N/O
  -3, -10, 21, -6, 1, 7, 6, 5
> Cc1cc(Br)ccc1NC(=O)c1ccc(-n2cncn2)c([N+](=O)[O-])c1
  -15, -15, 4, -6, 3, -3, 9, 7
> CCN(CC(=O)NC(C)C)C(=O)c1ccc(S(=O)(=O)N(C)c2ccccc2OC)cc1
  -2, 13, 7, 5, 0, -9, -1, -2
> Cc1cccn2c(=O)nc(SCC(=O)NCc3ccc(F)cc3)nc12
  7, -7, -15, -9, -11, 3, 7, -8
> COc1ccc(NC(=O)c2oc3ccccc3c2NC(=O)c2ccco2)cc1
  5, -6, 20, -27, -13, -12, -3, -4
> CC1=C(C(=O)Nc2ccc([N+](=O)[O-])cc2)C(c2cccc(C(F)(F)F)c2)NC(=S)N1c1ccccc1 (stereo unspecified)
  6, 4, -12, 28, -5, 0, 8, 4
> CC(C)(C)S(=O)(=O)c1cnc(-c2cnccn2)nc1N
  9, -6, -10, 4, -11, -3, 5, 2
> CSc1ccc(CN2CCC(CO)(Cc3ccc(Cl)cc3)CC2)cc1
  -2, 0, 8, -3, 8, 22, 11, 9
> CCC(C)NC(=O)COC(=O)c1cc([N+](=O)[O-])ccc1Sc1nc(C)cs1 (stereo unspecified)
  -9, -21, 17, -6, -6, -21, -16, 3
> Cc1snc2sc(C(=O)c3ccc(F)cc3)c(N)c12
  -4, 4, -79, -5, 8, -72, 8, 1
> Cc1ccc(S(=O)(=O)Nc2nc3ccccc3nc2Nc2cccc(S(=O)(=O)N3CCCC3)c2)cc1
  7, 74*, -42, -18, -9, -11, 2, 24
> CCCCOc1ccc(/C=C/C(=O)NCCc2nc3ccccc3[nH]2)cc1
  -6, -29, 18, 18, 3, 6, 6, -3
> O=S(=O)(c1cccs1)N1CCN(CC(O)COc2cc(Cl)ccc2Cl)CC1 (stereo unspecified)
  -15, -6, -9, 3, 6, 19, 5, 40
> Cc1cc(=O)oc2c(C)c(OCC(=O)NCCCn3ccnc3)ccc12
  -9, 3, 4, -3, 1, -4, 16, 9
> COc1cc(CNc2nc3ccccc3s2)cc(OC)c1OC
  -5, 9, 6, 2, 1, 3, 0, 7
> CCOc1cc(C(=O)Nc2ccc([N+](=O)[O-])cn2)cc(OCC)c1OCC
  -7, 12, -29, -9, -24, -18, 7, -4
> N=c1c(C(=O)NCC2CCCO2)cc2c(=O)n3ccccc3nc2n1C1CCCC1 (stereo unspecified)
  2, -6, -11, 11, 5, 6, 15, 20
